Pol beta inh: inhibitors of human DNA polymerase beta; P06746; Pol beta primer extension/strand displacement, fluorescence kinetic; Potency, µM (titrated, usually from 114 µM), for the others: at the highest dose activity change, negative = inhibition, actives largely listed as inhibitors; hit rate 1.3% among 340,000; AID 485314; note: potency is the fitted concentration of half-maximal effect; % is set by controls: 0 for no effect and ±100 for the full control effect
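Kinetic readout of DNA synthesis with strand displacement by Pol beta. Compound and 10 nM enzyme sit 15 min at room temperature; 50 nM substrate starts the reaction, read immediately and at 10 min.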
BLM helicase inh: inhibitors of human Bloom syndrome helicase BLM. Potency, µM (top dose mostly 56.1 µM), without a hit: top-dose activity change, negative = inhibition, most hits filed as inhibitors. P54132. recombinant BLM DNA unwinding, fluorescence dequenching. hit rate 0.2% among 350,000;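 note: potency is the fitted concentration of half-maximal effect; plate controls were vehicle for no effect and no enzyme for full effect; nearly all actives have a fitted effect of over 35% in size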
ERG-DNA inh: inhibitors of human ERG Ets domain-DNA interaction. P11308. fluorescence polarization, His-ERG Ets domain / labelled DNA. Potency, µM (highest dose often 76.9 µM), without a hit: at the top dose FP activity, negative = inhibition, usual class: inhibitors. hit rate 0.028% among 370,000; active = well fitted inhibition curve with a large enough effect in the polarisation, with a control signal flat; inconclusive = small, poorly fitted or top-dose-only effect, or effect the other way, or a change in a side signal; inactive = no such curve, though single readings can be large or run the other way; the % refers to the polarisation;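 note: polarization taken with two DNA probes labelled with fluorescein and Texas red; potency is the fitted concentration of half-maximal effect; % of control where 0% means no effect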
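His-tagged ERG Ets domain (1 uM in the protein solution; 300mM KCl, 50mM Tris-HCl, 1mM EDTA, 1mM DTT, pH 7.5) received compound, then a probe mix of 5 nM fluorescein-DNA and 100nM Texas-615-DNA. Fluorescence polarization was read for both dyes.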
ALOX12 inh: inhibitors of human 12S-lipoxygenase ALOX12 | purified 12hLO, xylenol orange hydroperoxide absorbance | Potency, µM (titrated, usually from 108 µM), for the others: at the highest dose activity change, negative = inhibition, usual class: inhibitors | hit rate 1.1% among 580,000; note: potency is the fitted concentration of half-maximal effect; % is set by controls: 0 for no effect and ±100 for the full control effect
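Purified human 12hLO (150 nM final) in 25 mM Hepes, 0.01% Triton X-100, pH 7.0 was preincubated 15 min at room temperature with compound. Then 40 uM arachidonic acid was added, 30 min. Hydroperoxide was read by Fe-XO absorbance ratio 573/405 nm.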
Apoferritin bind: binds horse apoferritin like a general anesthetic; apoferritin/1-aminoanthracene competitive binding, fluorescence; AID 485281; hit rate 0.074% among 350,000; Potency, µM (highest dose often 77.5 µM), without a hit: top-dose activity change, negative = displacement, actives largely listed as inhibitors; note: potency is the fitted concentration of half-maximal effect; % is set by controls: 0 for no effect and ±100 for the full control effect; nearly all actives have a fitted effect of over 20% in size
Target sequence (P02791 2-175 limits assumed): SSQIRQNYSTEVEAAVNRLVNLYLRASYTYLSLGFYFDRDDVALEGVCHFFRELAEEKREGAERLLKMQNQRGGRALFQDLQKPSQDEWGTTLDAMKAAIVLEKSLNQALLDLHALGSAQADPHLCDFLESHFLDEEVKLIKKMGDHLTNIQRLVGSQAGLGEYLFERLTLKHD
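In PBS, apoferritin at 10 uM is loaded with 1-AMA from a 50% saturated solution. After 10 min of compound exposure at ambient temperature, reduced 535 nm fluorescence indicates probe displacement.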
Pol iota inh: blocks human DNA polymerase iota activity | Q9UNA4 | Pol iota fluorescent replication assay, 10 min | Potency, µM (series often up to 115 µM), without a hit: at the highest dose activity, negative = inhibition, usual class: inhibitors | hit rate 1% among 390,000; note: potency is the fitted concentration of half-maximal effect
Target sequence (Q9UNA4 whole entry, looked up): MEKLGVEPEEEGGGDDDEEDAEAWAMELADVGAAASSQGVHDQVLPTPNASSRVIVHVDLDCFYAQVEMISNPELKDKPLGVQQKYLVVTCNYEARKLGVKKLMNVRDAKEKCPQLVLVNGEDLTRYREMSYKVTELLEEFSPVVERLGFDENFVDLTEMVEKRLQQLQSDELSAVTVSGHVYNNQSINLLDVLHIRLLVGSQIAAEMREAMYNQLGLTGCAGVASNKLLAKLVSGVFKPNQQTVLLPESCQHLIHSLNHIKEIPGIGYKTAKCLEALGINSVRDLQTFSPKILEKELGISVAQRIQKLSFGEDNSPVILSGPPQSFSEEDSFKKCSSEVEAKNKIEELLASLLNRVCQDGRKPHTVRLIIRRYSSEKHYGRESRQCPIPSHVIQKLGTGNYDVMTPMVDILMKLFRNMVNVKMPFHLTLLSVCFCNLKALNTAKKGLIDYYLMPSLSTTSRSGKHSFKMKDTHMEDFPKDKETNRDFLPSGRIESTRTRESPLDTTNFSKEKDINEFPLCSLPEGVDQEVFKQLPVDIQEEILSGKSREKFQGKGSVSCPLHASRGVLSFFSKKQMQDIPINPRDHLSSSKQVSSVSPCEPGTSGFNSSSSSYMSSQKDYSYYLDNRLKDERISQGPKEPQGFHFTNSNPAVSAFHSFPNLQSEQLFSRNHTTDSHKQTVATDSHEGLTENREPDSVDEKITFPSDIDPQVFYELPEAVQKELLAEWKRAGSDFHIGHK
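Pol iota at 10 nM preincubated 15 min with compounds at room temperature; reaction started with fluorescent substrate, 50 nM final. Fluorescence read kinetically at 0 and 10 min; buffer-only wells as negative control.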
TRHR ag: agonists of human TRH receptor. TRHR cells, calcium flux fluo-8, FDSS agonist mode. activation, % at 2 µM. P34981. hit rate 0.18% among 360,000; in the data active = activation above about 30%; note: 0% is about no effect
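Steps: seed TRHR cells overnight; add fluo-8 no-wash Ca dye, RT 30 min–1.5 h; record 10 s baseline; pin-transfer compounds; monitor fluorescence 1 cycle/s for the agonist window. Calcium increases flag candidate agonists.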
Pol kappa inh: inhibitors of human DNA polymerase kappa; Q9UBT6; purified Pol kappa, fluorescent DNA synthesis assay, 10 min; Potency, µM (doses to about 107 µM), without a hit: at the highest dose activity, negative = inhibition, most hits filed as inhibitors; hit rate 0.53% among 400,000; note: potency is the fitted concentration of half-maximal effect; % is set by controls: 0 for no effect and ±100 for the full control effect
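Here, compound and 10 nM enzyme are combined for 15 min at room temperature; adding 50 nM substrate (final) starts DNA synthesis, tracked by fluorescence at 0 and 10 min against buffer-only wells.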
APEX1 inh: APE1 (human) endonuclease inhibition; Potency, µM (series often up to 65.8 µM), for inactives: top-dose activity change, negative = inhibition, most hits filed as inhibitors; recombinant APE1, TAMRA/BHQ-2 abasic DNA cleavage fluorescence; P27695; hit rate 0.35% among 350,000;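 note: potency is the fitted concentration of half-maximal effect; plate controls were vehicle for no effect and reference inhibitor for full effect; nearly all actives have a fitted effect of over 55% in size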
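Enzyme (0.75 nM final) and test compound are incubated 15 min at room temperature before adding 50 nM quenched THF abasic-site duplex. Cleavage dequenches TAMRA, followed at 525/598 nm over three reads one minute apart.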
* = called active by the depositor; i = inactive; ? = inconclusive; · = no result given; & = joins results of further samples; [ ] = dose if it differs, or a comment. Unless noted, calls come from the whole dose curve; as a rule, active = well fitted curve in the direction sought with a large enough effect; inconclusive = small, poorly fitted or top-dose-only effect, or another doubt; inactive = no such curve, though single readings can be large; an effect the other way counts as inactive or inconclusive. Only part of the results is shown; count on the stated rates, not on these rows.

compound	Pol beta inh	BLM helicase inh	ERG-DNA inh	ALOX12 inh	Apoferritin bind	Pol iota inh	TRHR ag	Pol kappa inh	APEX1 inh
CC(=O)c1cccc(NC(=O)C(C)OC(=O)Cc2n[nH]c(=O)c3ccccc23)c1 (stereo not drawn)	11%	0%	-1%	0%	-10%	23%	-0.1	-2%	-4%
COc1ccc(N=C2SC(CC(=O)Nc3ccccc3)C(=O)N2CC2CCCO2)cc1 (stereo not drawn)	3%	-8%	1%	-28%	-12%	-3%	0.6	-10%	-1%
CC1CCOC2(O1)C(=O)Nc1ccccc12 (stereo not drawn)	8%	-7%	0%	5%	-9%	58%[activator]	0.0	1%	2%
CCSc1n[nH]c2nc3c(c(=O)n12)C1(CCCCC1)Cc1ccccc1-3	21%	0%	-1%	4%	7%	15%	0.0	1%	13%
O=C(CC1C(=O)OCCN1Cc1ccccc1)Nc1cccc(Cl)c1 (stereo not drawn)	1%	-3%	1%	?	?	-12%	3.0	1%	·
CCn1c(=O)c(C(=O)CN2CCc3ccccc32)c(N)n(Cc2ccccc2)c1=O	?	-4%	1%	-7%	-11%	56%[activator]	2.3	-3%	1%
Fc1ccc2c(-c3cccc(C(F)(F)F)c3)c(-c3ccccc3)ncc2c1	·	·	-6%	-14%	·	40%[activator]	-0.1	-17%	29%
CCN1C(=O)[C@H]2[C@@H](c3ccc(C)cc3)N3C(=O)N(c4ccc(C(F)(F)F)cc4)C(=O)[C@@]3(CC(C)C)[C@H]2C1=O	10%	-13%	-1%	-1%	?	-15%	2.2	-10%	-16%
Cc1cc(C(=O)NC2=NCCS2)cs1	15%	-7%	4%	21%	-7%	-6%[58.9 µM]	0.3	-1%	-4%
CCC(=O)Nc1cccc(-n2nnnc2SCC(=O)NCc2ccco2)c1	-10%	-3%	-1%	334%[activator]	-14%	-7%	0.3	-14%	-3%
COc1cccc(Cn2c(NCc3ccc(C)cc3)nc3c2c(=O)n(C)c(=O)n3C)c1	13%	-1%	-9%	?	-11%	99%[activator]	-1.3	3%	·
Nc1cc(C(=O)O)c(Oc2ccc(Cl)cc2Cl)cc1C(=O)O	22µM*	-9%	2%	?	99%[activator]	-4%	-0.2	-16%	-2%
COc1ccc(CN2CCn3ncc(C(=O)Nc4ccc(Cl)cc4Cl)c3C2=O)cc1	13%	-1%	1%	4%	-3%	-9%	1.3	-12%	-1%
C=CC(N)CCC(=O)O (stereo not drawn)	18%[57.1 µM]	-12%&2%	·	·	·	3%[58.9 µM]	·	-5%&-7%&-6%[60.1 µM]	-10%&0%&3%
O=C(O)CC1(CC(=O)Nc2cc3ccccc3cn2)CCCCC1	-19%	-2%	0%	3%	-2%	38%[activator]	-0.2	-3%	1%
CCCCn1c(O)c(C(CC)=Nc2ccc3c(c2)CCC3)c(=O)[nH]c1=O	4%	-9%	-5%	-50%	-13%	13%	0.1	9%	0%
CCOc1ccccc1Nc1nnc(SCC(=O)NCC2CCCO2)s1 (stereo not drawn)	·	·	9%	-6%	·	61%[activator]	·	-6%	-12%
CCOC(=O)c1c(-c2ccc(C)o2)csc1NC(=O)CSc1nncs1	-3%	2%	·	-19%	-19%	?	-0.5	-13%	?
CCc1cccc(C)c1NC(=O)CN1C(=O)C2(SCC(=O)N2c2cc(C)cc(C)c2)c2ccccc21 (stereo not drawn)	-1%	-5%	-2%	0%	-19%	4%	0.2	-4%	·
CCCCNC(=O)CN(c1cc(C(F)(F)F)ccc1Cl)S(C)(=O)=O	6%	-7%	-5%	17%	-7%	1%	0.2	-3%	-4%
N[C@H](C(=O)O)c1nn[nH]n1	·	2%	·	218%[activator]	·	·	·	-10%[19.4 µM]	-4%
C/C(=N\NC(=O)CC(C)C)c1c(C(F)(F)F)[nH]n(-c2nc3ccccc3s2)c1=O	4%	4%	-2%	?	-1%	25%	-0.2	1%	1%
O=C(Nc1ncc(Cc2ccccc2Cl)s1)C1=NCCN1	0%	2%	1%	-1%	-16%	18%	-0.6	0%[60.1 µM]	4%
CCOc1ccc(N=Nc2c(=O)[nH]n3c(C)cc(C)nc23)cc1	39%	2%	-2%	9%	-4%	21%	0.1	-10%	13%
O=[N+]([O-])c1ccc(CN2C=NS(=O)(=O)c3ccccc32)cc1	3%	3%	0%	i	-12%	2%	0.2	1%	4%
COc1cc(C(=O)OCC(=O)NC(=O)C2CCCCC2)ccc1OC(F)F	2%	-1%	8%	-4%	-6%	22%	-0.4	2%	-2%
Cc1c(NC(=O)NC(C)N2C(=O)C3C4C=CC(C4)C3C2=O)c(=O)n(-c2ccccc2)n1C (stereo not drawn)	0%	-1%	-2%	16%	-4%	-15%	1.1	-7%	-4%
CCCn1nc(C(=O)Nc2ccc(N3CCOCC3)cc2)c2ccccc2c1=O	·	·	5%	50%	·	6%	-0.2	-8%	-8%
Cc1cccc2sc(NC(=O)CSc3nnnn3C)nc12	62%	-13%	-2%	8%	-9%	46%[activator]	0.5	12%	6%
CCOC(=O)c1c(S(=O)(=O)NCc2ccco2)c(C)n(C)c1C	1%	0%	-1%	4%	3%	20%	-0.3	-8%	-4%
CCN(CC)S(=O)(=O)c1cc(NC(=O)C(C)N(C)CC(=O)Nc2c(C)cccc2C)ccc1C (stereo not drawn)	28%	0%	14%	0%	-8%	1%	-0.3	-14%	14%
CC1C(=O)N2CCCc3cc(NC(=O)C(=O)NCc4ccccn4)cc1c32 (stereo not drawn)	·	·	-3%	10%	·	29%	0.0	-13%	0%
Cc1cccc(C(C)C)c1NC(=O)COC(=O)COc1ccc2c(C)cc(=O)oc2c1	16%	-10%	0%	4%&-12%	-10%	169%[activator]	-0.4	-6%	2%
CC(=O)Nc1ccc(NC(=O)CCCN2C(=O)c3ccccc3C2=O)cc1	-11%	-2%	-10%	-23%	-5%	156%[activator]	-1.0	-27%	-2%
CCOc1ccc(NC(=O)Cc2c[nH]c3ccccc23)cc1	-7%	-3%	-1%	7%	-15%	27%	0.0	-12%[60.1 µM]	·
Cc1ccc(Cl)cc1NC(=O)C1CCN(c2nnc(C)c3c(C)n(-c4ccccc4)nc23)CC1	-17%	-6%	-9%	-25%	-4%	-10%	-0.2	1%	·
CC(=O)c1nnn(-c2cccc([N+](=O)[O-])c2)c1C	-21%	-1%	6%	-11%	-19%	74%[activator]	-1.4	-1%	-2%
COc1ccc(-c2cn3cccc(C)c3n2)cc1F	0%	-4%	0%	-27%	-16%	68%[activator]	1.3	-3%	-1%
COc1ccc(-c2ccc(=O)n(CC(=O)Nc3ccc(OC)c(OC)c3)n2)cc1	-5%	3%	4%	0%	340%[activator]	22%	0.0	3%[60.1 µM]	·
COc1cc(C(=O)Oc2ccccc2/C=N/NC(=O)c2ccc(C)cc2)cc(OC)c1OC	1%	-2%	11%	14%	-15%	-2%	0.7	12%	-3%
N=c1oc2ccccc2cc1-c1nc2ccccc2c(=O)[nH]1	-1%	-4%	0%	7%	-8%	-25%	0.7	3%	2%
COc1ccc(NC(=O)CN2CCN(c3ccc(F)cc3)CC2)cc1Cl	0%	-6%	1%	2%	-21%	2%	0.0	-8%	0%
COc1ccccc1NC(=O)CCn1cnc2ccccc2c1=O	?	-3%	1%	5%	-11%	89µM*	0.7	-5%[60.1 µM]	-34%
COc1ccc(NC(=O)C2=CC(c3ccc(C)cc3)=NS(=O)(=O)N2C)cc1OC	6%	-10%	3%	0%	?	9%	0.1	-7%	-17%
O=C(O)c1cc(NC2(c3ccccc3)C(=O)c3ccccc3C2=O)ccc1Cl	-11%	3%	-8%	6%	-6%	5%	-0.1	-18%	·
O=c1cc(-c2ccccc2)[nH]n2cnnc12	9%	-1%	-3%	?	-17%	-6%	-0.1	-20%	34%
CCOC(=O)CSc1nnc(COc2ccc3ccccc3c2)o1	46%	-3%	0%	0%	?	17%	-1.5	-5%	-13%
O=C(CSc1nnc(COc2ccccc2F)n1-c1ccccc1)NCc1ccco1	-4%	-13%	-5%	304%[activator]	-18%	15%	-0.6	-5%	2%
COc1ccc(C2/C=C\CN(C(=O)C3CCCCC3)C(Cc3ccccc3)C(=O)N2Cc2ccc(F)cc2)cc1 (stereo not drawn)	·	-10%	·	·	-10%	-3%	·	-7%	-5%
Cc1ccccc1NC(=S)NCC(c1cccnc1)N1CCOCC1 (stereo not drawn)	-23%	-5%	14%	-1%	-4%	4%	1.3	-7%	1%
Cn1c(SCC(=O)Nc2ccc3c(c2)OCO3)nnc1-c1cnccn1	-18%	-2%	-10%	0%	-11%	9%	-0.2	-8%	1%
O=C(NC(=S)Nc1cc(Cl)ccc1N1CCOCC1)c1ccccc1[N+](=O)[O-]	2%	-16%	6%	89%[activator]	-16%	4%	-0.5	-13%	1%

Bioassay records as filed in PubChem.
